# High-throughput results: PubChem, several laboratories
# GalR3 antag: blocks the human galanin receptor 3; AID 651719; inhibition, % at 3 µM; 0.44% of 360,000 active; O60755; HEK293 GalR3-CNG cAMP membrane potential fluorescence; galR3 body fused to GalR1 C-terminus;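 active = inhibition above the screen-wide average plus 3 SD, cut at about 13% in these data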;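 also: forskolin and galanin both at EC90 stimulate the cells; cAMP rise reported by CNG channel membrane potential dye signal; 0% = forskolin plus galanin with DMSO and 100% = forskolin alone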
# Target sequence (O60755 1-299 limits assumed): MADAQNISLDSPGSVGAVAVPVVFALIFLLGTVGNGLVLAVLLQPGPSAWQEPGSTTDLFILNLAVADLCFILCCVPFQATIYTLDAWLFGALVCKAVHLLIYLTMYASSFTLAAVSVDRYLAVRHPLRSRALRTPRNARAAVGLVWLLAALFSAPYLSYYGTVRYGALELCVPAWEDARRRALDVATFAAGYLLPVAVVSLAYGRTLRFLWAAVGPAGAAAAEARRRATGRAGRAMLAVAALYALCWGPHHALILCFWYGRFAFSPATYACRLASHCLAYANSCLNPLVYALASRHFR
# MEKK2 mut-MEK5: signal of MEK5 binding to mutant human MEKK2 PB1 domain. bead flow cytometry, Alexa488-MEK5 binding to MEKK2 mutant. percent response, % at 10 µM. 0.35% of 290,000 active. AID 1530; in the data active = percent response above about 24%, passing the limit was not always enough; also: inactives centre near 1; some results filed as inactive read as strong as hits
# OXTR potentiator: potentiators of human oxytocin receptor; 0.061% of 320,000 active; CHO-OTR cells, Fluo-8 calcium fluorescence, potentiator mode; 0% = oxytocin EC15, 100% = EC100; P30559; activation, % at 3 µM;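 active = activation above that plate's cutoff, the mean activation of tested compounds plus 3 SD, cut at about 6.6% in these data, passing the limit was not always enough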;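 also: 100% uses oxytocin at 75 nM as the full agonist control; some results filed as inactive read as strong as hits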
# Target sequence (P30559 whole entry, looked up): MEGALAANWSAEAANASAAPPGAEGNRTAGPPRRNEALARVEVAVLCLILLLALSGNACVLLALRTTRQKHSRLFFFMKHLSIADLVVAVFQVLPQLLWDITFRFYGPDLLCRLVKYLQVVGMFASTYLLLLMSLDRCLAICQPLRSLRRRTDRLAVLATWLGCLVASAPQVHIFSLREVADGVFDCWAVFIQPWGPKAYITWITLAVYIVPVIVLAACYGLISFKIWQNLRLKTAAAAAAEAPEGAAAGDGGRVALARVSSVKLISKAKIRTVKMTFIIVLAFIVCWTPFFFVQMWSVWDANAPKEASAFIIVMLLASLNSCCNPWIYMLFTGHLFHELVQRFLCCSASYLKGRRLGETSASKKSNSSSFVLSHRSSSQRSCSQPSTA
#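 assay system = CHO-OTR cells, human receptor | schedule = compound 6 min at room temperature before oxytocin, 100 s read | detection = Fluo-8 intracellular calcium fluorescence, ex 470-495, em 515-575 nm | evaluation = normalized max/min fluorescence ratio, % activation | control set = EC15 oxytocin alone as 0%, 75 nM oxytocin (EC100) as 100%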
# OXTR ag: human OXTR agonism | CHO-OTR cells, Fluo-8 calcium fluorescence; normalized: DMSO 0%, oxytocin 100% | P30559 | 0.32% of 320,000 active | AID 2435 | activation, % at 3 µM;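 active = activation above the mean of all tested compounds plus 3 SD, cutoff set per screening run, cut at about 20% in these data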;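 also: peak over basal fluorescence ratio from a 100 s FLIPR kinetic read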
# GPR7 antagonist: blocks human GPR7 receptor signaling; P48145; inhibition, % at 4.4 µM; AID 1861; 1.1% of 290,000 active; GPR7-expressing cells, fluorescence antagonist assay; in the data active = inhibition above about 16%, passing the limit was not always enough;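 also: cells stimulated with the agonist NPW; 0% = agonist with vehicle and 100% = vehicle without agonist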
# Target sequence (P48145 whole entry, looked up): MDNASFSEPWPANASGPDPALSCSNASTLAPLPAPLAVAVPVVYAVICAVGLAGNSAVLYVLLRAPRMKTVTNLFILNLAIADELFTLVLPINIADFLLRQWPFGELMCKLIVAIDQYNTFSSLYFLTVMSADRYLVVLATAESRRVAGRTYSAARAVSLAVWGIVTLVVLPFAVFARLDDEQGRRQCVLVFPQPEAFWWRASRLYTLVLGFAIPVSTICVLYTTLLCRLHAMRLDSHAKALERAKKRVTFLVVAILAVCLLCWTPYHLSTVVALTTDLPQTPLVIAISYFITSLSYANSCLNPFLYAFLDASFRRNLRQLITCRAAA
# MEKK2wt PB1 HTS: raises or lowers MEK5 binding to wildtype human MEKK2 PB1 domain. Q9Y2U5. 1.1% of 290,000 active. binding response (% of control), % at 10 µM. bead flow cytometry, Alexa488-MEK5 binding to MEKK2 WT; actives lie on both sides; in the data active = binding response below about 67% or above about 130%
# PfM18AAP inh: PfM18AAP enzyme inhibition. recombinant PfM18AAP, H-Glu-NHMec fluorogenic cleavage. inhibition, % at 7.35 µM. 1.2% of 290,000 active. AID 1822;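 active = inhibition above the campaign mean inhibition over all tested compounds plus 3 SD, cut at about 28% in these data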;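 also: 0% = plate median of test compound wells and 100% = 2 mM ZnCl2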
# NALP1 inh: inhibitors of NALP1 inflammasome in yeast | S. cerevisiae NALP1/ASC/caspase-1 growth, X-gal OD620, 72 h | inhibition, % at 10 µM | 0.61% of 280,000 active | AID 2071; in the data active = inhibition mostly above about 24%, no sharp cut-off; inactive = mostly below about 32%; also: some compounds called inactive have numbers as strong as hits
# V1aR counter: V1a receptor agonism, counter-screen for OXTR agonists; P37288; 0.25% of 320,000 active; activation, % at 3 µM; CHO-V1R cells, Fluo-8 calcium fluorescence, agonist mode; 0% DMSO, 100% 3 nM vasopressin;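 active = activation above the mean activation of all tested compounds plus 3 SD, per screening run, cut at about 20% in these data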;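 also: signal is peak over basal fluorescence ratio across a 100 second FLIPR read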
# * marks the source's active call; other numbers are inactive results; · = no result given; [ ] = dose if it differs, or a comment. Random draw from the library; about 4.1% have a hit in one of these screens.
# Below each compound – GalR3 antag	MEKK2 mut-MEK5	OXTR potentiator	OXTR ag	GPR7 antagonist	MEKK2wt PB1 HTS	PfM18AAP inh	NALP1 inh	V1aR counter
> CCNC(=S)Nc1sc2c(c1C#N)CCC(C)C2 (configuration not stated)
  1	-2	-13	-0.3	-11	95	-1	·	-0.7
> O=C(CN1CCN(Cc2ccc(Cl)cc2)CC1)N1CCc2ccccc21
  -9	7	6	2.2	2	110	-5	-1	1.2
> Cc1cc(C)c(OCCCON2C(=O)CCC2=O)c(Br)c1
  -5	0	-10	-0.3	-14	101	-7	-2	-0.3
> COC(=O)CC1SC(=O)NC1=Nc1ccc(O)cc1 (configuration not stated)
  -2	3	-9	0.3	6	105	3	-16	0.2
> Cc1ccc(C2=Nc3ccc(Br)cc3C(c3ccncc3)=NN2)cc1
  -2	2	-14	-1.3	-6	93	-1	25	-0.1
> COc1ccc(C(C(=O)NCc2ccccc2)N(Cc2ccco2)C(=O)c2cnccn2)cc1 (configuration not stated)
  -6	-15	-9	2.2	-10	80	-1	-1	0.3
> CCn1c(=O)c(=O)[nH]c2c(=O)oc3ccc(S(=O)(=O)Nc4ccccc4)cc3c21
  -7	1	-1	0.1	-4	94	4	0	-0.2
> Cc1ccc(OCC(=O)N(C)CCc2ccccn2)cc1
  -5	4	3	1.5	-14	104	9	-15	0.8
> COc1ccc(Nc2nnc(C)c3ccccc23)cc1C(N)=O
  -5	4	-5	-0.2	-8	108	2	-20	0.3
> CCCN1C(=O)CN(C2CCCCCC2)C(=O)C1c1ccc(C)cc1 (configuration not stated)
  -2	2	-2	-2.0	2	102	7	1	-1.8

# The last four entries of the section before lead into the next.
# Below each compound – GalR3 antag	MEKK2 mut-MEK5	OXTR potentiator	OXTR ag	GPR7 antagonist	MEKK2wt PB1 HTS	PfM18AAP inh	NALP1 inh	V1aR counter
> CCn1c(=O)c(=O)[nH]c2c(=O)oc3ccc(S(=O)(=O)Nc4ccccc4)cc3c21
  -7	1	-1	0.1	-4	94	4	0	-0.2
> Cc1ccc(OCC(=O)N(C)CCc2ccccn2)cc1
  -5	4	3	1.5	-14	104	9	-15	0.8
> COc1ccc(Nc2nnc(C)c3ccccc23)cc1C(N)=O
  -5	4	-5	-0.2	-8	108	2	-20	0.3
> CCCN1C(=O)CN(C2CCCCCC2)C(=O)C1c1ccc(C)cc1 (configuration not stated)
  -2	2	-2	-2.0	2	102	7	1	-1.8
> CC(NC(=O)C(c1ccccc1)c1ccccc1)c1ccc(S(N)(=O)=O)cc1 (configuration not stated)
  -5	1	6	0.6	-2	95	3	9	-0.3
> COc1ccc(Cl)cc1C(=O)Nn1cnnc1
  -5	6	-1	1.9	-16	105	37*	3	-0.2
> COc1ccc(N2C(=O)NC(NS(=O)(=O)c3ccc(Cl)cc3)(C(F)(F)F)C2=O)cc1 (configuration not stated)
  -5	-1	-1	1.5	-9	100	-1	8	0.1
> COc1ccc(CNC(=O)c2cccc(S(=O)(=O)N3CCCCC3)c2)cc1OC
  6	·	-11	15	·	·	·	·	8.5
> O=[N+]([O-])c1ccc(N2CCc3ccccc3C2)cc1
  -6	5	-12	-1.5	-10	105	5	6	-0.5
> CC(=O)Nc1ccc(S(=O)(=O)Oc2ccccc2N2CCCCC2)cc1
  0	6	-12	-0.6	20*	104	0	·	0.5
> O=C(Cn1c2ccccc2c(=O)c2ccccc21)N/N=C/c1cc([N+](=O)[O-])ccc1N1CCCCCC1
  -2	-3	-6	-0.5	0	91	5	12	0.0
> COc1cc(NC2c3ccccc3C(=O)N2c2ccc(C)cn2)cc(OC)c1OC (configuration not stated)
  ·	10	1	-1.3	-8	110	0	8	-0.9
> COc1ccc(C(=O)N2CCc3ccccc32)cc1
  -3	5	-11	-2.1	17*	100	6	-98	-0.7
> COc1ccccc1CCC(=O)NNC(=O)c1cccs1
  -4	·	-7	0.8	·	·	·	·	0.6
> CCOc1ccc(OCCC(=O)N(CCC(C)C)c2c(N)n(Cc3ccccc3)c(=O)[nH]c2=O)cc1
  -5	·	-6	-1.0	·	·	·	·	0.3
> COc1ccccc1C(=O)COC(=O)C1CCN(S(=O)(=O)c2ccc(C)c(C)c2)CC1
  4	·	-10	-2.0	·	·	·	·	-0.9
> COc1ccc(/C=N/NC(=O)c2cnccn2)cc1O
  -11	16	-10	-2.7	-10	115	-1	27	3.0
> NC(=O)c1nsc(C(=O)N(CC(=O)NCc2ccco2)c2ccccc2F)c1N
  -7	-1	-6	1.4	-9	93	1	6	0.0
> O=S(=O)(NCCn1cccc1)c1ccc2ccccc2c1
  -8	0	-6	-1.0	-3	108	-8	-12	0.1
> Cn1ccnc1C(OC(=O)c1ccc(Cl)cc1)C(F)(F)F (configuration not stated)
  -10	3	-6	-0.8	0	99	-1	8	-0.3
> COc1ccc(/C=N/OCC(=O)NCc2cccs2)c(OC)c1
  -4	8	2	-1.2	-4	95	4	26	-0.9
> CN(CC(=O)Nc1ccccc1Cl)C(=O)Cn1cc(C(F)(F)F)ccc1=O
  -7	·	-5	0.8	·	·	·	·	-0.7
> CCc1nnc(NC(=O)Cn2ccc(C(F)(F)F)n2)s1
  -3	2	-14	-0.6	-14	100	2	17	0.5
> COc1cccc(OCC(=O)NNC(=O)C(=O)Nc2cccc(C)c2)c1
  -2	6	0	0.1	-20	103	7	4	0.6

# The results go on:
Compound | GalR3 antag | MEKK2 mut-MEK5 | OXTR potentiator | OXTR ag | GPR7 antagonist | MEKK2wt PB1 HTS | PfM18AAP inh | NALP1 inh | V1aR counter
Cc1ccc(C)c(S(=O)(=O)C(C#N)c2nc3ccccc3nc2N2CCCC2)c1 (configuration not stated) | -6 | -9 | 0 | 1.3 | -13 | 87 | 0 | 4 | 0.2
COc1ccc(-c2cn3cccc(C)c3n2)cc1Br | -1 | -1 | 4 | -2.8 | -7 | 101 | -7 | 33 | 0.1
COC(=O)[C@@H](NC(=O)NC(C)CCc1ccccc1)C(C)C (some centres not stated) | -5 | -2 | -2 | -1.3 | -9 | 95 | 4 | 7 | -0.1
CC(=O)c1c(C)[nH]c(C(=O)COC(=O)c2c(C)noc2C)c1C | -6 | · | -4 | 0.2 | · | · | · | · | 2.1
CN(C)C(CNC(=O)c1cc(S(=O)(=O)N(C)Cc2ccccc2)ccc1Cl)c1ccco1 (configuration not stated) | -4 | · | -16 | 9.5 | · | · | · | · | 7.8
CCOc1ccc(NC(=O)c2ccc(Cn3nc(C)cc3C)o2)cc1 | -4 | -2 | -6 | -0.7 | 4 | 97 | -11 | 6 | 0.6
CC(C)(C)n1nnnc1C(c1cccc(C(F)(F)F)c1)N1CCC(O)CC1 (configuration not stated) | -2 | -3 | -9 | -0.1 | 5 | 101 | -2 | 19 | -0.8
Cc1cc(C)n2c(SCC(=O)NCc3ccco3)nnc2n1 | -3 | 2 | -12 | 0.4 | 1 | 108 | -8 | 16 | 0.2
CCOc1ccccc1N1CCN(C(=O)c2ccc(NS(=O)(=O)c3ccc4[nH]c(=O)[nH]c4c3)cc2)CC1 | -3 | · | -5 | 0.5 | · | · | · | · | 0.1
COc1ccc(C(=O)Nc2ccc(NC(=O)c3ccccn3)cn2)cc1 | -8 | 1 | · | · | 6 | 104 | -3 | 19 | ·
O=C(Cn1c(=O)n(-c2ccccc2)c(=O)c2oc3ccccc3c21)Nc1ccccc1 | -7 | 0 | -6 | 1.0 | -11 | 103 | -5 | 23 | 5.0
COc1cccc(CC(=O)OCC(=O)NCCc2ccc(F)cc2)c1 | -6 | · | -6 | -1.2 | · | · | · | · | -0.3
Cc1ccc(-c2noc(COc3ccccc3C)n2)cc1 | -1 | -4 | -11 | -0.8 | -3 | 96 | 0 | -7 | 0.8
Cc1c(Cl)cccc1NC(=O)CNC(=O)c1ccccc1F | 5 | 9 | -7 | -0.3 | -5 | 114 | -1 | 29 | 1.1
CCNc1nc(NCC)nc(-n2nc(C)cc2C)n1 | -4 | 6 | -2 | -0.7 | -8 | 104 | 4 | 16 | 1.8
Cc1cccc(N(CC(=O)NC2CCCC2)C(=O)CCC(=O)Nc2cc(C)on2)c1 | -9 | 0 | 0 | 0.2 | 1 | 103 | 3 | 8 | -0.8
COCCCNC(=O)CCc1ccccc1 | 1 | -7 | -2 | -0.8 | 12 | 91 | -10 | 19 | -0.6
CCCOc1ccc(/C=N/NC(=O)CN(c2ccc(OCC)cc2)S(C)(=O)=O)cc1 | 7 | 9 | -3 | -1.5 | -12 | 98 | -2 | · | -0.4
CCCS(=O)(=O)c1nc(S(=O)(=O)c2ccc(C)cc2)c(NCc2ccc3c(c2)OCO3)s1 | -6 | -1 | 1 | 1.4 | -4 | 96 | -2 | 17 | 0.3
O=C(NC12CC3CC(CC(C3)C1)C2)C12CC3CC(C1)CC(n1cnc(Cl)n1)(C3)C2 | -1 | 16 | 6 | -0.6 | 3 | 115 | -6 | 4 | 0.4
CC(=O)N1CCSc2ccc(S(=O)(=O)N3CCC(C)CC3)cc21 | -2 | 0 | 0 | 0.7 | -22 | 105 | 2 | -7 | 3.9
S=c1[nH]c2ccc3ccccc3c2[nH]1 | -4 | -2 | -16 | 0.2 | 6 | 93 | -4 | 13 | 0.4
Cc1ccc(/C=N\Nc2nc3ccc(Cl)cc3[nH]2)o1 | -2 | 6 | -5 | -0.5 | -9 | 101 | 13 | -7 | 0.3
COc1ccc(/C=N/NC(=O)c2ccc3nc[nH]c3c2)cc1OC | -1 | 3 | -6 | 0.8 | -4 | 98 | -5 | 15 | 1.4
Cn1c(=O)c2c(nc(Br)n2CCSc2ncccn2)n(C)c1=O | -6 | 0 | 0 | 1.0 | 1 | 102 | -3 | -4 | 1.7
CCC1CCCCN1C(=O)Cn1c(=O)oc2ccccc21 (configuration not stated) | -4 | -2 | 2 | -0.2 | -2 | 96 | 29* | 3 | 1.2
COc1ccc(C2=Nn3c(nnc3-c3ccccn3)SC2)cc1OC | -1 | -9 | 6 | -2.1 | -24 | 84 | 6 | 14 | -1.5
C=CCC1c2cccc(C(=O)O)c2C(=O)N1c1cccc(C)c1 (configuration not stated) | -3 | 10 | 2 | -0.5 | -16 | 113 | 2 | 7 | -0.1
Nc1nc(-c2ccc(Cl)cc2)nnc1-c1ccc(Br)cc1 | -8 | -8 | -4 | -2.5 | -6 | 92 | 5 | -5 | -0.2
CCCCNC(=O)Cn1nc(Cc2ccncc2)c2ccccc2c1=O | -9 | 4 | 2 | 0.8 | 0 | 106 | -4 | 6 | -1.1
CC1=N/C(=C\c2ccc([N+](=O)[O-])cc2)C(=O)N1c1cc(Cl)ccc1C | 0 | -3 | -6 | 1.2 | -7 | 52*[inhibitor] | 5 | -6 | 2.1
CCCCC/C=C\C[C@H](O)/C=C/c1cccc(C[C@H](O)CCCCO)n1 | · | 3 | -14 | -0.9 | -1 | 101 | -7 | 3 | 0.5
COc1cccc(Nc2ccc(C(=O)O)cc2[N+](=O)[O-])c1 | -6 | 1 | -8 | 0.1 | -4 | 99 | 2 | 24 | 0.0
O=C(Nc1nc2cc3c(cc2s1)OCCO3)c1ccncc1 | 0 | -4 | -10 | 0.6 | -4 | 92 | -2 | -11 | 0.8
Cn1c2c(c(=O)c3ccccc31)CCC(C)(C)O2 | -5 | -2 | -3 | -2.7 | -8 | 97 | -7 | 20 | -1.6
